# KCNQ2 inh – KCNQ2 potassium channel inhibitors, primary screen, cell-based, CHO-K1, FluxOR thallium flux, B-score (AID 2156). 1.1% of 310,000 active. O88943. 20 min; active compounds read low. B-score at 10 µM;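 active means fluorescence ratio B-score at most minus 3 library SDs, with starting brightness B-score within 2 library SDs, cut at about -5.5 in these data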
# CHT block – human CHT choline transport inhibition | AID 488975 | 0.86% of 310,000 active | B-score at 10 µM | CHT-expressing cells, membrane potential dye, choline response; active compounds read low | Q9GZV3;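 active means B-score over 3 SD under the library average, and starting fluorescence ratio not unusually high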;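 further: choline stimulus applied at its EC90 after an EC20 pre-addition; B-score computed on integrated fluorescence ratio after choline addition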
# Target sequence (Q9GZV3 whole entry, looked up): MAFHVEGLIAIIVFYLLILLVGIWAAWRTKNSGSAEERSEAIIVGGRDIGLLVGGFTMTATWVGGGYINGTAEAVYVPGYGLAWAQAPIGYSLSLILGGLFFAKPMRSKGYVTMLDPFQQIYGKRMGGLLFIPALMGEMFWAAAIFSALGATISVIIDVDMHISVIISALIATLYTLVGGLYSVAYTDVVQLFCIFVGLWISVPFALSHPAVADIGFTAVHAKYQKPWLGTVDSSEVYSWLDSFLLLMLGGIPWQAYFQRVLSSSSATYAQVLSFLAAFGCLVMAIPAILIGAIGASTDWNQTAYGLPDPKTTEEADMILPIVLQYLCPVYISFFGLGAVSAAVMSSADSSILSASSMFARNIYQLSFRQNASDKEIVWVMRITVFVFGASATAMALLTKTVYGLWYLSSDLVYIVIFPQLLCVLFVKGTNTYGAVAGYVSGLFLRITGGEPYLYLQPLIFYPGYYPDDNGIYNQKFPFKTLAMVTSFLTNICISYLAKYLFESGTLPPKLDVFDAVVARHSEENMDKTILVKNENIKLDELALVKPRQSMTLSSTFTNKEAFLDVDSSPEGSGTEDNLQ
# Numbers without * were called inactive; i = inactive; / = no result given. Rows were taken by chance (roughly 1.9% active in at least one column).
SMILES,KCNQ2 inh,CHT block
O=C(COc1cccnc1[N+](=O)[O-])Nc1cc(S(=O)(=O)N2CCCCC2)ccc1Cl,i,i
O=C(NCCCn1ccnc1)c1cc([N+](=O)[O-])cc([N+](=O)[O-])c1,i,i
O=C(NCc1ccccn1)C1CCCN(S(=O)(=O)c2ccc(Br)cc2)C1 (stereo unspecified),i,i
O=S1(=O)CCC(NC(=S)NCCNC(=S)NC2CCS(=O)(=O)C2)C1 (stereo unspecified),i,i
Cc1ccc(NC(=O)CSc2ccccn2)cc1S(=O)(=O)N1CCOCC1,i,i
O=C(O)CCCNS(=O)(=O)c1ccccc1,i,i
COc1ccc(-c2nnc(SCC(=O)N3c4ccccc4Sc4ccccc43)o2)cc1,i,i
C/C(=N\NC(=O)CC(C)C)c1c(C(F)(F)F)[nH]n(-c2nc3ccccc3s2)c1=O,i,i
COCCN(C(=O)COC(=O)c1ccccc1Cc1ccccc1)c1c(N)n(Cc2ccccc2)c(=O)[nH]c1=O,i,i
Cc1cc(C)nc(NS(=O)(=O)c2ccc(NC(=O)c3ccc(S(=O)(=O)N(C)C)cc3)cc2)n1,i,i
O=C(Oc1ccc2ccccc2c1)c1ccco1,i,i
CCC1(C)CC(=O)N(c2ccc(F)c(Cl)c2)C(=O)C1,i,i
Cc1cccc(-n2ncc3c2CCCC3NC(=O)CCCN2CCCCC2=O)c1C (stereo unspecified),i,i
COc1ccc(CNC(=O)[C@@H](C)NC(=O)[C@@H]2Cc3ccccc3CN2)cc1,i,i
COc1cc(/C=C2/C(=O)N(C)C(=S)N2C)ccc1OCc1cccc(F)c1,i,i

# The closing three records of the section above lead into the next.
SMILES,KCNQ2 inh,CHT block
Cc1cccc(-n2ncc3c2CCCC3NC(=O)CCCN2CCCCC2=O)c1C (stereo unspecified),i,i
COc1ccc(CNC(=O)[C@@H](C)NC(=O)[C@@H]2Cc3ccccc3CN2)cc1,i,i
COc1cc(/C=C2/C(=O)N(C)C(=S)N2C)ccc1OCc1cccc(F)c1,i,i
CCOc1ccc(S(=O)(=O)N2CCOCC2)cc1NC(=O)c1ccccc1F,i,i
CCc1ccc(NC(=O)Cc2ccc(NC3=NC4CS(=O)(=O)CC4S3)cc2)cc1 (stereo unspecified),i,i
CCCN1CCN(CCCNC(=O)c2ccc(NC(=O)C3=C(C)OCCS3)cc2)CC1,i,i
O=C(CSC1=NS(=O)(=O)c2cc(Cl)ccc2N1)c1ccc(Cl)cc1,i,i
CCCCNC(=O)COC(=O)c1ccc(Cl)c(S(N)(=O)=O)c1,/,i
CC(=O)c1ccc(N2C(=NC(=O)C3CCCCC3)SC3CS(=O)(=O)CC32)cc1 (stereo unspecified),i,i
CC(=O)c1cccc(OCc2cc(C(=O)N(C)CCc3cnn(C)c3)no2)c1,i,i
COc1cc(C(=O)NCCc2ccc(F)cc2)c([N+](=O)[O-])cc1OC,i,i
Cn1c(Oc2ccccc2NCc2cccc(Br)c2)cc(=O)n(C)c1=O,i,i
O=C(Nc1nc2ccccc2[nH]1)c1ccccc1OC(F)F,i,i
Cc1nn(C)c(C)c1CS(=O)(=O)c1ccccc1,i,i
CC(C)(C)OC(=O)N1CCC(c2c(C(=O)O)cnn2-c2ccccc2)CC1,i,i
O=C(CCC(=O)OCC(F)(F)C(F)F)Nc1ccc(F)cc1F,i,i
CC(c1ccccc1)n1c(S(=O)(=O)O)nc2ccccc21 (stereo unspecified),i,i
COc1ccc(OC)c(NC(=O)C2CC(=O)N(c3ccccc3)C2)c1 (stereo unspecified),i,i
C=C(CO)C1Cc2cc(C(C)=O)ccc2O1 (stereo unspecified),i,i
O=[N+]([O-])c1ccc(NCc2ccccc2)nc1,i,i
Cn1nnnc1SCC1=C(C(=O)O)N2C(=O)C(NC(=O)C3CC3c3ccccc3)C2SC1 (stereo unspecified),i,i
Nc1ccc(S(=O)(=O)N2CCC(Cc3ccccc3)CC2)cc1,i,i
COc1ccc(CNS(=O)(=O)c2c(C)[nH]c(C)c2C(=O)N2CCCCC2)cc1,i,i
O=C(COC(=O)c1c(Cl)cccc1Cl)Nc1cc(Cl)ccc1Oc1ccccc1,i,i
NC(=O)c1ccc(Cc2ncc(C(F)(F)F)cc2Cl)s1,i,i
CC1=NN(c2ccc(Cl)c(C(=O)O)c2)C(=O)/C1=C\c1ccc(-c2ccc(C(=O)O)cc2)o1,i,/
Cc1csc2nc(O)c(C(=O)NCCN3CCOCC3)c(=O)n12,i,i
CSc1ccc(C(=O)C2CCCN(C(=O)c3cc(C)n(C)n3)C2)cc1 (stereo unspecified),i,i
COc1ccc2c(c1)SCCC2=O,i,i
Cc1cc(C)cc(C(=O)NC(=S)Nc2ccc3[nH]c(=O)[nH]c3c2)c1,i,i
Cc1cc(/C=C(/C#N)C(=O)O)c(C)n1-c1cccc2ccccc12,i,i
COC(=O)C(C(=O)OC)C(C(C)C)C(C(=O)OC)C(=O)OC,/,i
COCCNC(=O)C(=O)NCC1OCCCN1S(=O)(=O)c1cccs1 (stereo unspecified),i,i

# Ordered by heavy-atom count (low to high): some entries from above
SMILES,KCNQ2 inh,CHT block
Nc1ccc(S(=O)(=O)N2CCC(Cc3ccccc3)CC2)cc1,i,i
COCCNC(=O)C(=O)NCC1OCCCN1S(=O)(=O)c1cccs1 (stereo unspecified),i,i
COc1ccc(CNS(=O)(=O)c2c(C)[nH]c(C)c2C(=O)N2CCCCC2)cc1,i,i
CC1=NN(c2ccc(Cl)c(C(=O)O)c2)C(=O)/C1=C\c1ccc(-c2ccc(C(=O)O)cc2)o1,i,/

# Entries listed so far that contain bromine:
SMILES,KCNQ2 inh,CHT block
O=C(NCc1ccccn1)C1CCCN(S(=O)(=O)c2ccc(Br)cc2)C1 (stereo unspecified),i,i
Cn1c(Oc2ccccc2NCc2cccc(Br)c2)cc(=O)n(C)c1=O,i,i

# (next part)
SMILES,KCNQ2 inh,CHT block
O=C(CCC(=O)N(CC(=O)NC1CCCC1)Cc1ccccc1Cl)Nc1nccs1,i,i
CCOC(=O)c1ccc2c(c1)nc(SC/C(O)=C(\C#N)c1nc3ccccc3[nH]1)n2CC,i,i
COc1ccc(NC(=O)CSc2ncnc3c2sc2ccccc23)c(OC)c1,i,i
Cc1ccc(NC(=O)c2cccs2)cc1NC(=O)c1ccco1,i,i
O=C(CSc1nnc(C2CC2)n1CC1CCCO1)Nc1ccccc1Cl (stereo unspecified),i,i
Cc1nnc(C)c2c(C)n(-c3ccccc3)c(C)c12,i,/
COc1cc(S(=O)(=O)N(Cc2cccnc2)Cc2cccc(OC)c2OC)ccc1-n1cnnn1,i,i
O=C(CN1C(=O)c2cccc([N+](=O)[O-])c2C1=O)N1CCN(c2ccc(F)cc2)CC1,i,i
Cn1c(CC(=O)Nc2ccccc2)nnc1SCC(=O)NC1=NCCS1,i,i
Cc1noc(C)c1COc1ccccc1C(=O)N1CCN(S(=O)(=O)c2ccccc2F)CC1,i,i
COP(=O)(CN(Cc1ccccc1)C(=S)Nc1c(C)cccc1C)OC,i,i
COCCNC(=O)c1oc2ccc3c(c2c1C)C(O)CC(C)(C)O3 (stereo unspecified),i,i
CCOC(=O)N1CCN(c2c(N3CCN(c4ccc(F)cc4)CC3)c(=O)c2=O)CC1,i,i
O=c1[nH]cnc2ccccc12,i,i
COc1ccccc1OCC(=O)Nc1cccc(-c2nc3ccccc3o2)c1,i,i
COc1ccc(/C=N/n2c(C)nc3sc(C)c(C)c3c2=O)cc1,i,i
Cc1ccc(NC(=O)c2cc(S(=O)(=O)N3CCCCC3)cs2)cc1,i,i
CCOCCCNC(=O)c1c[nH]c2ccc(OCC)cc2c1=O,i,i
O=C(NCc1nnc(SCC(=O)N2CCCC2)o1)c1ccco1,i,i
O=C(COC(=O)c1ccc(S(=O)(=O)NCc2ccco2)cc1)c1ccccc1,i,i
CCN(CC)S(=O)(=O)c1ccc(N2CCCC2)c(NS(=O)(=O)c2ccc([N+](=O)[O-])cc2)c1,i,i
COc1ccc(C(=O)Nn2c(C)nc3ccccc3c2=O)c(OC)c1,i,i
CC(C)(C)NC(=O)C(c1ccncc1)N(C(=O)c1csnn1)c1ccccc1 (stereo unspecified),i,i
O=C(O)CC(CC(=O)Nc1ccccc1C(=O)O)c1ccccc1 (stereo unspecified),i,i
Fc1ccccc1Nc1nc(-c2ccncc2)nc2ccccc12,i,i
Cc1cc(N/N=C/c2ccc(O)cc2O)nc(-c2ccccc2O)n1,i,i
CCOC(=O)c1c(-c2ccc(F)cc2)csc1NC(=O)C1CCCO1 (stereo unspecified),i,i
Cc1nc2scc(C)n2c(=O)c1S(=O)(=O)N1CCN(c2ccccc2F)CC1,i,i
CCOC(=O)c1c(NC(=O)c2noc(C)c2[N+](=O)[O-])sc(C(C)=O)c1C,i,i
CCn1c(COc2ccc(C)cc2)nnc1SCC(=O)NCc1ccco1,i,i
Cc1ccc(C(c2nnnn2C2CCCC2)N2CCN(c3nc4ccccc4s3)CC2)cc1 (stereo unspecified),-6.38*,i
O=C(Cc1ccc(Cl)cc1Cl)Nc1ccncc1Cl,i,i
O=C(Nc1ccc2ncccc2c1)c1cccc(Br)c1,i,i
CC1CC(C)CN(C(=S)Nc2ccc3nc4n(c(=O)c3c2)CCCCC4)C1 (stereo unspecified),i,i
C/C(=N\Nc1ccc(Cl)c(C(=O)O)c1)c1cccc([N+](=O)[O-])c1,i,i
Cc1ccc(S(=O)(=O)N2CCC(=O)N(CCOC(=O)Nc3cc(C)cc(C)c3)CC2)cc1,i,i
CCOCCCNC(=O)CN1C(=O)/C(=C/c2ccccc2)Sc2ccccc21,i,i
CCOc1ccccc1CN1CCN(C2CCSCC2)CC1CCO (stereo unspecified),i,i
Cc1cccc(C(=O)n2c(=S)nc3cc(C)ccn32)c1,i,i
O=C1CC(Cc2ccc(Cl)cc2)C(=O)N1c1cc(Cl)ccn1 (stereo unspecified),i,i
COC(=O)C(=C/C=C/c1cccnc1)C(=O)OC,i,i
COc1ccc(-c2nc(S(=O)(=O)c3ccccc3)c(N3CCOCC3)o2)cc1,i,i
CCC(=O)NCCc1c[nH]c2ccccc12,i,i
COC(=O)c1ccccc1NC(=O)N1CCN(c2ccc(OC)cc2)CC1,i,i
O=C(c1ccc(Oc2ccc(C(F)(F)F)cc2[N+](=O)[O-])cc1)N1CCOCC1,i,i
Cc1ccc(C(=O)Nc2ccc3c(c2)OCCO3)c(Cl)c1,i,i
COC(=O)C(O)(CC(=O)Nc1ccccc1OC)C(F)(F)F (stereo unspecified),i,i
CN1C=CC=C/C1=C1\SC(=S)N(CC(=O)O)C1=O,i,i
CCC(=O)Nc1sc2c(c1C(N)=O)CCC2,i,i
Cc1nnc(SCC(=O)N2c3ccccc3CC2C)s1 (stereo unspecified),i,i
O=C(Nc1ccc(Cl)c(Cl)c1)N1CCSC1c1ccco1 (stereo unspecified),i,i
COCc1c(C(=O)Nc2ccc(Cl)cc2F)oc2ccccc12,i,i
O=C(O)CCNS(=O)(=O)c1ccc(Oc2ccccc2)cc1,i,i
Cc1nnc(-c2ccc(Oc3ccc(C)c(C)c3)c([N+](=O)[O-])c2)o1,i,i
CCOC(=O)N1CCC(NC(=O)c2ccc3c(c2)N(C)CCS3)CC1,/,i
COc1ccc(CNC(=O)c2sccc2C)cc1,i,i
CC(C)(C)NC(=O)C1CC(=O)OC1(C)C (stereo unspecified),i,i
Cc1ccc(C(=O)C2CCN(CC(=O)NC3CCCC3)CC2)cc1,i,i
S=c1[nH]nc(C23CC4CC(CC(C4)C2)C3)n1Cc1ccco1,i,i
COc1ccc(C2C(C(=O)c3ccco3)=C(O)C(=O)N2CCOCCO)cc1OC (stereo unspecified),i,i
# (cont.)
SMILES,KCNQ2 inh,CHT block
CC(=O)c1cccc(Nc2cc(C)nc3c(C)cccc23)c1,i,i
CC(=O)c1sc2nc(SCC(=O)NCCc3ccccc3)[nH]c(=O)c2c1C,i,i
O=C(O)CCN1CCc2ccccc2C1c1cccs1 (stereo unspecified),i,i
O=C(c1ccc(Cl)cc1)C(CN1CCCC1)c1ccccc1 (stereo unspecified),i,i
CCc1ccc(CNC(=O)C2CC(=O)N(C3CCCC3)C2)cc1 (stereo unspecified),i,i
Cc1ccc(OC(=O)c2ccc([N+](=O)[O-])cc2Cl)cn1,i,i
CC(=O)NCc1ccc(C(=O)CSc2nnc(-c3ccncc3)n2Cc2ccccc2)o1,i,i
Cc1ccc(C(=O)N2CCC3(CC2)Oc2ccc(Cl)cc2C(=O)C32CC(c3cccnc3)=NO2)s1 (stereo unspecified),i,i
O=C1OC(c2ccc(O)cc2)(c2ccc(O)cc2)c2ccccc21,i,i
O=C(c1cccnc1)N1CCC(c2nc3ccccc3[nH]2)CC1,i,/
O=S(=O)(/N=C(/Nc1cccc2ccccc12)c1ccc(F)cc1)c1ccccc1,i,i
COc1ccc(Oc2ccc3c(C(F)(F)F)cc(C(F)(F)F)nc3n2)cc1,i,i
COc1ccc(C)cc1NC(=S)Nc1ccccc1SC,i,i
Cc1oc(-c2ccc(F)cc2)cc1-c1nn2c(-c3ccoc3C)nnc2s1,i,i
Nc1c(C(=O)c2ccc(F)cc2)oc2ccccc12,i,i
Cn1c(/C=N/O)nc2ccccc21,i,i
CCCCCn1c(SCC(=O)OC)nc2c1c(=O)[nH]c(=O)n2C,i,i
COc1cc(OC)cc(C(=O)N/N=C2/SCC(=O)N2Cc2ccco2)c1,i,i
CCn1c(NCc2ccc(OC)cc2)nc2ccccc21,i,i
COc1ccc2nc(SCC(=O)Nc3ccc(S(=O)(=O)N4CCCC4)cc3)c(C#N)cc2c1,i,i
CCCc1cc(=O)oc2cc(OCC(=O)NC3CCN(Cc4ccccc4)CC3)ccc12,i,i

# Screens (PubChem BioAssay)
